# Bioassay records from PubChem.
# Mtb BioA inh: M. tuberculosis BioA enzyme inhibitors, primary screen, biochemical, plate reader, single point, HTS; 7,8-diaminopelargonic acid synthase BioA (Mycobacterium tuberculosis); purified M. tuberculosis BioA enzyme; inhibition, % at 9.99 µM; actives 0.096% (n = 360,000); AID 602481, 2012; in the data active = inhibition above about 40%; inconclusive = no clear call, values can overlap the other calls
# MazF activator: activators of E. coli MazEF toxin-antitoxin RNase, primary screen, biochemical, fluorescence, uHTS. Endoribonuclease toxin MazF (Escherichia coli (strain K12)), P0AE70. activation, % at 20 µM. actives 0.32% (n = 350,000). FAM/BHQ RNA-DNA oligo cleavage fluorescence, 5 h; in the data active = activation above about 50%
# Target sequence (P0AE70 whole entry, looked up): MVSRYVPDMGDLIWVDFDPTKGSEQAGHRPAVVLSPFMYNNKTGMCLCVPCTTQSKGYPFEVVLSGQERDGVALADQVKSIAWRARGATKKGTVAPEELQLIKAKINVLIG
# FadD28 FP inh: inhibitors of FadD28 bisubstrate probe binding, primary screen, biochemical, fluorescence polarization, single point; Mycobacterium tuberculosis FadD28 fatty-acid-AMP ligase; inhibition, % at 12.5 µM; actives 0.22% (n = 360,000); AID 588549, 2011; in the data active = inhibition above about 8.5%, passing the limit was not always enough; inconclusive = no clear call, values can overlap the other calls
# Rv3671c protease: Rv3671c serine protease inhibitors, primary screen, biochemical, fluorescence polarization, M. tuberculosis H37Rv; actives 0.048% (n = 320,000); P9WHR9; inhibition, % at 5.96 µM; in the data active = inhibition above about 38%;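 also: extracellular domain of Rv3671c used as enzyme; 0% = enzyme with DMSO and 100% = no enzyme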
# Target sequence (P9WHR9 whole entry, looked up, the tested form may be a part): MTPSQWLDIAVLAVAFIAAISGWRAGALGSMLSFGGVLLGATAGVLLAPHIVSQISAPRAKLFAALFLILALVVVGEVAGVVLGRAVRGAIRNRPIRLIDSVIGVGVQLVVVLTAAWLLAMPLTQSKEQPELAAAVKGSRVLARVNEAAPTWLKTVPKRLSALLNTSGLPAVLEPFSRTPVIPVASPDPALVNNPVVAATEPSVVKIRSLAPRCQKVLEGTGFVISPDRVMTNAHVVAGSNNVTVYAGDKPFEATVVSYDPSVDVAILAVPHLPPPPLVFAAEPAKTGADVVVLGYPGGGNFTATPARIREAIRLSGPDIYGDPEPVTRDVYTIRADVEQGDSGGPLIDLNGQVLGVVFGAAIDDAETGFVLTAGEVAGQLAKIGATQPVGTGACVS
# BoNT-F LC inh: BoNT/F light chain protease inhibitors, primary screen, biochemical, flow cytometry, MLPCN library; Botulinum neurotoxin type F light chain protease (Clostridium botulinum); Multiplex microsphere protease cleavage assay; inhibition, % at 10 µM; actives 0.22% (n = 360,000); in the data active = inhibition above about 35%, passing the limit was not always enough; inconclusive = no clear call, values can overlap the other calls; also: plate controls were buffer without enzyme for full effect and enzyme alone for no effect
# FBA Mtb inh: Mtb FBA enzyme inhibitors, primary screen, biochemical, fluorescence, strain H37Rv; purified M. tuberculosis FBA, fluorescence read-out; inhibition, % at 1 µM; actives 2.3% (n = 360,000); in the data active = inhibition above about 27%;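 also: 0% = vehicle and 100% = reference inhibitor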
# Target sequence (P9WQA3 whole entry, looked up): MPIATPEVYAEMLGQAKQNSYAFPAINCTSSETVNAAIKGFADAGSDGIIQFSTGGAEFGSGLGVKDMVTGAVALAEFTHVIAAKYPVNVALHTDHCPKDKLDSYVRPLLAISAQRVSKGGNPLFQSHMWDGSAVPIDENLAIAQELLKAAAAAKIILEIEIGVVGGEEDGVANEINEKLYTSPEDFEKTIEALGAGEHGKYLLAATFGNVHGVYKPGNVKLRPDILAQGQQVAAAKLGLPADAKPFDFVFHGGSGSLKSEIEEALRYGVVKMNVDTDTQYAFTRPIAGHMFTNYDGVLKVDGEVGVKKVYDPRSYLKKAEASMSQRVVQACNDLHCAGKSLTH
# GDH-TPI inh: GDH-TPI coupling enzyme inhibitors, primary screen, artefact control for M. tuberculosis FBA inhibitor project, biochemical, absorbance, full deck; actives 1.2% (n = 360,000); inhibition, % at 4.8 µM; GDH-TPI coupled enzyme counterscreen, NADH absorbance; AID 588335, 2011; in the data active = inhibition above about 30%;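 also: 0% = DMSO wells and 100% = wells lacking the enzyme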
# Mtb UGM inh: M. tuberculosis UGM enzyme inhibitors, primary screen, biochemical, fluorescence polarization, single point; purified UGM, fluorescence polarization probe displacement; inhibition, % at 10 µM; actives 0.06% (n = 320,000); AID 504406, 2011; in the data active = inhibition above about 10%, passing the limit was not always enough; inconclusive = no clear call, values can overlap the other calls
# PrPC surface inh: inhibitors of human cell surface prion protein PrPC, primary screen, cell-based, TR-FRET. TR-FRET read-out. actives 0.43% (n = 370,000). AID 720596, 2013. Major prion protein (Homo sapiens), P04156. inhibition, % at 13.8 µM; in the data active = inhibition above about 24%; also: 0% = median of the test wells and 100% = reference compound wells
# An asterisk follows results filed as active; ? = inconclusive; . = no result given; + = active, no number. An unsorted share of the library (roughly 4.8% active in at least one column).
SMILES,Mtb BioA inh,MazF activator,FadD28 FP inh,Rv3671c protease,BoNT-F LC inh,FBA Mtb inh,GDH-TPI inh,Mtb UGM inh,PrPC surface inh
CCCN(CCO)Cc1ccc(F)c(Br)c1,-0.8,4,-5.5,-4,1,-1,8,-2.6,2
COc1ccc(CNCC(=O)Nc2ccccc2-n2cccc2)cc1,.,5,-1.2,-5,-2,2,3,2.7,6
CCOC(=O)c1ccc(S(=O)(=O)N2CCN(C(=O)C3CSC4(C)CCC(=O)N34)CC2)cc1 (stereo not given),-1.8,6,.,-9,8,1,3,0.6,5
CC(C)[C@H](NC(=O)c1ccccc1)C(=O)OCC(=O)N1CC(=O)Nc2ccccc21,-0.3,2,-1.1,3,2,-2,-2,2.2,4
CC(C)(C)c1ccc(-c2nc(C#N)c(NCCCn3ccnc3)o2)cc1,-1.5,3,0.8,3,?,40*,11,1.0,-6
CC(=O)Nc1c(-c2ccccc2)nc2ncccn12,3.5,0,-2.8,-1,3,42*,15,1.7,3
COc1cccc(NC(=O)CCCNC(=O)Cn2cnc3sc(C)c(C)c3c2=O)c1,0.5,-5,-1.8,2,0,-1,17,-0.5,0
O=C(Nc1ccccc1)c1ccc2c(c1)OCCO2,.,9,-0.4,-6,-3,-2,12,-2.0,0
CN(c1ccccc1)c1nc(-n2ccnc2)nc(-n2ccnc2)n1,6.6,10,-2.9,1,6,1,-8,1.2,-5
CCOC(=O)N1CCN(S(=O)(=O)c2ccc(C(=O)N(CCCN(C)C)c3nc4cc(OC)ccc4s3)cc2)CC1,-0.2,19,-4.4,-1,0,-2,-1,-4.1,-1
CN(C(=O)c1cccc(NC(=O)Cc2cccc(NC(=O)C3CCN(C(=O)C4CCCC4)CC3)c2)c1)C1CCC1,1.1,3,-1.2,.,-2,1,3,.,8
C#CCn1c(=NC(=O)CN2C(=O)CCC2=O)sc2cccc(OC)c21,.,3,-3.1,5,-15,14,2,0.1,-3
CC(=O)c1cccc(NC(=O)C2Cc3c(-c4ccco4)ccnc3O2)c1 (stereo not given),2.8,.,-2.6,.,-6,-2,0,.,7
CN(C)c1cccc(C(=O)N/N=C/c2ccsc2)c1,.,-6,-1.3,0,-2,1,4,0.9,-3
CC1(C)CC(c2nc(-c3ccc(Br)cc3)cs2)CCS1 (stereo not given),.,-1,1.6,11,-8,7,2,1.1,-5
O=C(c1c(F)cccc1Cl)N1CCN(S(=O)(=O)c2ccc3c(c2)OCCCO3)CC1,0.0,2,-1.5,0,9,2,-6,-1.3,-1
COc1ccc(CN2CCN(C(=O)COc3ccc4ccccc4c3)CC2)c(OC)c1,0.3,3,-2.4,0,-2,4,6,2.8,-7
Cc1onc(-c2c(Cl)cccc2Cl)c1/C(N)=N/OC(=O)C(C)(C)C,.,22,0.8,-2,-14,1,-1,-1.1,-5
Cc1cc(=O)[nH]c(SCC(=O)N2CCCCCC2)n1,-0.7,8,-2.8,-7,4,0,1,-2.7,-3
CCOc1ccc(C(=O)/C=C/c2ccc(OC)c(OC)c2)cc1,.,-3,-4.9,7,0,1,10,3.4,2
Cc1cc(OCc2cc(C(=O)NCC3(C)COC3)no2)cc(C)c1Cl,-1.1,2,-2.0,0,5,3,-6,-1.5,1
C=C(C)Cn1c(C2CC(=O)N(c3ccccc3F)C2)nc2ccccc21 (stereo not given),7.3,2,-1.5,-4,-1,-1,7,1.3,4
CCCCC(=O)Nc1ccc(C)c(S(=O)(=O)N2CCCCCC2)c1,1.1,-14,-2.3,-5,-2,4,-4,2.5,-8
CCOC(=O)c1cnn(CCOC(=O)c2cccs2)c1NC(=O)c1cccs1,.,-5,-1.3,.,3,3,6,.,-4
CC(C)C(=O)N1N=C(c2ccc(NS(C)(=O)=O)cc2)CC1c1cccs1 (stereo not given),-1.1,-12,-1.7,12,-10,+,29,-0.7,12
O=C(COC(=O)c1cc(-c2ccccc2)nc2ccccc12)Nc1ccc2c(c1)OCO2,.,10,-3.1,4,-5,-1,16,0.3,-2
COC(=O)c1cc(S(=O)(=O)NCCc2cccc(C)c2)cn1C,0.7,4,-2.5,3,5,3,3,0.6,4
CN(C)c1cccc(C(=O)NNC(=O)CN2C(=O)C3CC=CCC3C2=O)c1 (stereo not given),-1.9,8,-0.4,0,-1,-2,1,3.7,2
Cc1cccc(OCC(=O)NCC2CCCO2)c1C (stereo not given),.,1,-2.1,-12,-4,0,3,-0.3,4
Cc1ccc(C(=O)NCCCNC(=O)c2ccc(Cl)cc2)cn1,.,-23,-1.7,-5,1,2,1,1.4,-2
O=[N+]([O-])c1ccccc1NCc1c(O)ccc2ccccc12,-2.9,-14,-1.2,-2,-16,2,3,-0.6,-12
NC(=O)[C@@H]1CCCN1C(=O)c1ccc2nc(Cc3ccccc3F)oc2c1,-0.2,-4,-2.6,-9,-15,0,-3,1.9,5
O=C(/C=C/Nc1ccc(Oc2ccccc2Cl)cc1)c1ccco1,.,-6,-2.1,-1,-6,-2,2,-2.2,6
CCOc1cc(/C=N\NC(=O)C2C(=O)NCC2c2ccccc2)ccc1OC (stereo not given),7.4,0,-1.0,3,3,1,14,-3.3,2
CCOc1ccc(-c2cnc(N)n2C)cc1,-0.3,4,-3.8,1,-18,-3,-11,0.5,1
Cc1ccc(N=C2C(=O)Nc3ccccc32)cc1C,-2.5,14,1.4,7,?,4,8,-0.8,-3
COc1ccc(Nc2cccc3ccccc23)cc1,-2.9,20,4.5,2,-30,10,4,1.9,2
CCC(C(=O)Nc1ccc(C(C)C)cc1)c1ccccc1 (stereo not given),.,-5,-4.5,10,-1,-3,3,0.1,7
COc1ccc(Cl)cc1S(=O)(=O)N1CCN(Cc2ccc3c(c2)OCO3)CC1,2.5,2,-6.9,1,0,2,-3,-0.6,7
CCCc1nn(C)c2c(=O)[nH]c(-c3cc(S(N)(=O)=O)ccc3OCC)nc12,0.1,9,0.3,.,33,1,7,-1.5,-7
Cc1csc(=O)n1CCC(=O)OCC(=O)NNC(=O)c1ccc(Br)cc1,2.2,3,-1.2,-7,-2,6,4,-3.5,11
O=C(c1cc2ccccc2oc1=O)N1CCN(CCc2ccccc2)CC1,.,-6,1.0,3,4,1,7,-0.6,-7
COc1ccc(C(=O)O/N=C/c2c(C(F)(F)F)nn(C)c2SCc2ccccc2Cl)cc1,.,2,-1.0,5,-2,-1,8,-3.6,-1
COc1cccc(N2CCN(C(=O)c3ccc4nc(N5CCCCC5)sc4c3)CC2)c1,0.1,-8,1.0,5,0,-1,0,1.0,4
CCN1CCc2c(sc(NC(=O)c3ccc(S(=O)(=O)N4CCCC4)cc3)c2C(=O)NC)C1,-1.0,-15,-1.5,0,?,0,13,-1.8,-13
O=C(NC(=S)Nc1ccc(Cl)c(C(=O)O)c1)c1ccc(OCc2ccccc2)cc1,1.2,3,-0.3,6,2,3,5,2.3,1
CC1CC(C)CN(CCC(=O)Nc2ccc(Br)cc2)C1 (stereo not given),-0.5,4,-1.2,-10,?,1,5,-0.2,11
Cc1ccc(NC(=O)CN2CCc3ccccc3C2)cc1C,0.8,4,-2.1,-4,?,0,3,-1.4,-7
CCC(Cc1ccccc1)NS(=O)(=O)c1ccc2c(c1)NC(=O)CO2 (stereo not given),3.1,12,-4.3,3,-4,0,-6,-2.0,7
C=C(C)CNC(=S)NNC(=O)c1cc(C)oc1C,-2.1,-4,-0.2,0,-7,-1,-1,0.6,4
CC(C)(Oc1ccc(Cl)cc1)C(=O)NCC(c1cccs1)N1CCOCC1 (stereo not given),1.5,3,-3.3,-5,14,0,-6,1.0,5
COC(=O)CNC(=O)Cc1c(C)n(C(=O)c2ccc(Cl)cc2)c2ccc(OC)cc12,5.8,-9,-1.8,1,5,2,8,2.9,-2
COc1ccc(OCC(=O)Nc2ccccc2C(=O)N2CCOCC2)cc1,-1.5,1,-2.5,-4,2,-4,-8,0.0,4
Cc1ccc(-c2nnn(CC(=O)N3c4ccccc4CCc4ccccc43)n2)cc1,-1.3,-2,-1.5,-22,-1,1,-2,2.2,1
Cc1noc(C(=O)Nc2ccccc2C(F)(F)F)c1Cl,-0.3,-2,-2.3,-2,-9,-1,1,-0.3,1
COCCCC1CCN(C(=O)C2CCC(=O)N(C3CCCCCC3)C2)CC1 (stereo not given),-0.8,-14,-0.3,.,-9,2,2,-0.6,5
CC(=O)Nc1ccc(NC(=O)COc2ccc(S(=O)(=O)NC(C)c3ccccc3)cc2)cc1 (stereo not given),-3.7,3,-1.5,1,-6,2,4,-0.8,9
CN1C(=O)c2ccccc2Sc2ccc(NC(=O)N3CCOCC3)cc21,-1.2,-1,1.4,2,-2,4,-5,-1.8,3
Clc1cccc(Cl)c1Cn1ccc(C2CC2)n1,.,-4,-3.2,3,-8,0,-3,0.2,0
CCOC(=O)CSc1nc(-c2cccs2)nc2c1c(=O)n(C)c(=O)n2C,-1.4,-24,-4.9,-1,0,0,5,-2.1,2
# The results go on.
SMILES,Mtb BioA inh,MazF activator,FadD28 FP inh,Rv3671c protease,BoNT-F LC inh,FBA Mtb inh,GDH-TPI inh,Mtb UGM inh,PrPC surface inh
COc1ccc(NC(=O)COC(=O)c2ccc(OC)c(S(=O)(=O)N3CCCC3)c2)cc1OC,3.0,6,-1.6,4,-7,2,0,-1.2,-5
Cc1cc(=O)oc2c1c(C)nn2-c1ccc(Cl)cc1,.,3,-2.7,0,14,2,-1,-3.1,-2
CCC(Oc1ccccc1F)C(=O)NCCCn1ccnc1 (stereo not given),0.2,-1,0.3,4,16,2,10,1.6,0
COc1ccc(N(CC(=O)N2CCCC2)S(=O)(=O)c2ccc(NC(C)=O)cc2)cc1,-0.6,0,.,-1,1,3,4,0.8,-7
CCC1(C)SC(NC(C)=O)=NN1C(C)=O (stereo not given),.,7,0.1,5,-9,5,5,-1.6,5
CC(C)COc1ccc(C(=O)N/C(=C\c2cccc([N+](=O)[O-])c2)C(=O)OC(C)C)cc1,-1.5,7,-2.2,6,5,-5,-1,0.1,-7
Fc1ccccc1CCNc1nnnn1-c1ccccc1,0.5,-6,0.2,-6,9,4,0,1.8,1
CCS(=O)(=O)N1CCC(C(=O)Oc2ccc(C(=O)OC)cc2)CC1,0.4,-18,-0.2,1,-9,4,-9,-0.2,-2
Cc1c2ccccc2nc2ccccc12,.,5,-0.4,-12,?,64*,17,-2.3,2
CC(=O)N1C(=O)N(C(C)=O)C2C1N(C(C)=O)C(=O)N2C(C)=O (stereo not given),-1.5,2,-3.3,3,-5,2,4,0.5,4
CCOC(=O)c1ccc(NC(=S)N(CCCN2CCN(CC)CC2)Cc2ccco2)cc1,0.5,9,-1.4,9,-12,3,1,0.4,3

# An excerpt from further up:
SMILES,Mtb BioA inh,MazF activator,FadD28 FP inh,Rv3671c protease,BoNT-F LC inh,FBA Mtb inh,GDH-TPI inh,Mtb UGM inh,PrPC surface inh
CCCN(CCO)Cc1ccc(F)c(Br)c1,-0.8,4,-5.5,-4,1,-1,8,-2.6,2
COc1ccc(CNCC(=O)Nc2ccccc2-n2cccc2)cc1,.,5,-1.2,-5,-2,2,3,2.7,6
CCOC(=O)c1ccc(S(=O)(=O)N2CCN(C(=O)C3CSC4(C)CCC(=O)N34)CC2)cc1 (stereo not given),-1.8,6,.,-9,8,1,3,0.6,5
CC(C)[C@H](NC(=O)c1ccccc1)C(=O)OCC(=O)N1CC(=O)Nc2ccccc21,-0.3,2,-1.1,3,2,-2,-2,2.2,4
CC(C)(C)c1ccc(-c2nc(C#N)c(NCCCn3ccnc3)o2)cc1,-1.5,3,0.8,3,?,40*,11,1.0,-6
CC(=O)Nc1c(-c2ccccc2)nc2ncccn12,3.5,0,-2.8,-1,3,42*,15,1.7,3
